Screens deposited in PubChem by several laboratories.
APP 5'UTR act – APP 5'UTR luciferase reporter activation; activation, % at 2 µM; 1% of 190,000 active; SH-SY5Y APP 5'UTR luciferase reporter, luminescence; zero percent = DMSO vehicle wells;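 active means activation above a set limit, based on mean plus 3 SD of controls, cut at about 140% in these data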; further: values of inactives mirror those of a sister screen read the other way
NF-kB expr up – NF-kB expression increase, human neuronal cells | NF-kB reporter expression; hits give high values | fold change at 12.5 µM | 1.6% of 190,000 active | AID 1239; in the data active means fold change above about 3.3
STAT1 activator – STAT1 signaling activation. NIH 3T3 STAT1-luciferase reporter, IFN-gamma, luminescence; 100% = IFN-gamma alone, no compound. 2.6% of 200,000 active. activation (% of control), % at 5.5 µM;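 active means activation above the screen-wide mean activation plus 3 SD, cut at about 130% in these data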;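 further: raw ratio to IFN-gamma control signal so 100% means no change and 0% no light; values of inactives mirror those of a sister screen read the other way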
FLuc inh counter – Photinus pyralis luciferase inhibition counter-screen; 1.5% of 200,000 active; inhibition, % at 10 µM; ATPLite firefly luciferase biochemical luminescence, 10 min; P08659; AID 1006;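 active means inhibition above about 50% when tested at 10 µM, limit read from the data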
Target sequence (P08659 whole entry, looked up): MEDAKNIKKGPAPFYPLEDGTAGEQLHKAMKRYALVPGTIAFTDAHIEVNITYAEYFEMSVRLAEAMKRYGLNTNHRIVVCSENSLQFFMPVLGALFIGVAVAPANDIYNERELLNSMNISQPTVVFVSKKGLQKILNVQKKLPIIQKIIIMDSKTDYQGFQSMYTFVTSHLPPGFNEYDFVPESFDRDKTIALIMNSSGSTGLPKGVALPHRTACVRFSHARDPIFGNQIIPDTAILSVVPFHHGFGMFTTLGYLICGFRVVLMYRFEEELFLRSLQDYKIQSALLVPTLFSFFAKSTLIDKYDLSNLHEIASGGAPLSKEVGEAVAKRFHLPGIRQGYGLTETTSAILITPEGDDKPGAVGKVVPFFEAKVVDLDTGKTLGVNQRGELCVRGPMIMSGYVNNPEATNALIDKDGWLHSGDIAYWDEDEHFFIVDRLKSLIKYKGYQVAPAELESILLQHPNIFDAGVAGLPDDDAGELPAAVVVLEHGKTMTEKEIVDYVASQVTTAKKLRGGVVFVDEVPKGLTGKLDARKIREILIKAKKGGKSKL
STAT3 blocker – STAT3 signaling inhibition; U3A cells, IL-6 STAT3-luciferase reporter, luminescence; host cell line lacks STAT1; inhibition, % at 5.5 µM; 0.89% of 190,000 active; AID 862;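 active means inhibition above the mean inhibition across all screened compounds plus 3 SD, cut at about 44% in these data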;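 further: 0% = DMSO only wells and 100% = 100 µM nifuroxazide control wells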
APP transl inh – APP translation inhibition. SH-SY5Y APP 5'UTR-luciferase reporter, luminescence. inhibition, % at 2 µM. 0.82% of 190,000 active;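 active means inhibition above a set limit, derived from the sample mean plus 3 SD, cut at about 45% in these data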; further: values of inactives mirror those of a sister screen read the other way
ROMK primary – modulators of human ROMK potassium channel | Tet-inducible ROMK, thallium flux fluorescence; actives lie on both sides | B-score at 10 µM | 2% of 130,000 active | AID 1918;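 active means signal ratio slope over the read window, or its plate-corrected B-score, at least 3 SD from the plate mean, either direction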;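 further: B-score of the F/F0 ratio slope over 7 to 12 s after thallium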
Target sequence (P48048 whole entry, looked up): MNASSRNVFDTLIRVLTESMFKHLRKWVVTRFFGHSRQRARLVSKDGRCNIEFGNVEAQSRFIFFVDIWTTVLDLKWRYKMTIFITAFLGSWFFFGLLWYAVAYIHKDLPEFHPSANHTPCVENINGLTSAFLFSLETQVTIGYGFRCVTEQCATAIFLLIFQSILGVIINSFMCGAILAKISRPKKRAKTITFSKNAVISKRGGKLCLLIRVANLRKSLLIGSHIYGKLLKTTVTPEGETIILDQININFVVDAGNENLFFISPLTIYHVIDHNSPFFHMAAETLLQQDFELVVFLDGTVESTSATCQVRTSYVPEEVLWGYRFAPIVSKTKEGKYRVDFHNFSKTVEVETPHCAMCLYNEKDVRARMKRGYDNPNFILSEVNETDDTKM
FLuc act counter – affects firefly luciferase, flagging false hits in luciferase stimulation screens; ATPlite luciferase biochemical, luminescence, 10 min; 0 = ATP-free wells, 1 = DMSO control; activation factor at 10 µM; 200,000 tested, under 10 active; AID 1027;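 active means luciferase activation factor, scaled between plate controls, of at least 2 with compound at 10 µM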
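System: luciferase plus luciferin reagent, cell-free; medium: PBS as buffer for the ATP substrate; dosing: test compounds dosed from 2 mM stocks in 100% DMSO; timing: 10 min post-reagent at room temperature; measured by: luminescence measurement of luciferase light output; evaluation: luciferase activation, seen as luminescence increase over controls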
STAT1 blocker – reduces IFN-gamma driven STAT1 reporter signal | NIH 3T3 STAT1-luciferase reporter, luminescence | inhibition, % at 5.5 µM | 0.35% of 200,000 active | AID 920;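 active means inhibition above a set limit, the mean inhibition across all tested compounds plus 3 SD, cut at about 34% in these data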;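 further: 0% = IFN-gamma with DMSO and 100% = IFN-gamma with 300 µM nifuroxazide; values of inactives mirror those of a sister screen read the other way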
STAT3 activator – activators of IL-6 induced STAT3 signaling | U3A cells, IL-6 STAT3-luciferase reporter, luminescence; 100% = signal with IL-6 EC80 alone | activation (% of control), % at 5.6 µM | 0.91% of 190,000 active | AID 871;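 active means activation above the screen-wide mean of compound activation plus 3 SD, cut at about 130% in these data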;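 further: 0% = background luminescence of wells with medium and substrate only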
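Detection: reporter luminescence signal / Assay system: STAT1-lacking human U3A cells, STAT3 luciferase reporter / Incubation: compound pre-incubation 1 h before IL-6, then 6 h stimulation at 37 °C / Control set: IL-6-only high control / Read-out: % activation relative to IL-6 control / Probe or stimulus: Interleukin-6, 33 ng/mL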
The depositor's hits bear a star; . = not tested or not shown.

Results follow in this order: STAT3 activator	FLuc inh counter	STAT3 blocker	STAT1 blocker	APP transl inh	ROMK primary	FLuc act counter	NF-kB expr up	APP 5'UTR act	STAT1 activator
(1) Cc1ccc(-c2csc(NC(=O)c3cc([N+](=O)[O-])ccc3N3CCOCC3)n2)cc1
→ 106.2	-2.9	0.4	-7.2	-8.3	-0.321	1	1.24	8.3	105.6
(2) N#C/C(=C/c1ccc(N2CCOCC2)o1)C(=O)Nc1ccccc1
→ 95.9	55.2*	10.1	-63.9	-162.1	.	0.4	4.38*	162.1*	159.5*
(3) COc1ccc(NC(=S)Nc2ccccc2)c(OC)c1
→ 98.7	0.0	9.8	-5.5	-19.2	0.329	1	1.12	19.2	105.4
(4) CC1(C)Cc2c(ccc3ccccc23)C(=O)N1
→ 101.0	4.3	3.4	3.8	1.9	.	1	0.89	-1.9	96.6
(5) CCOC(=O)Cc1nnc(NC(=O)CSc2ncc(-c3ccccc3)nn2)s1
→ 107.7	-4.5	2.5	-2.8	1.4	-0.815	1	0.82	-1.4	100.9
(6) Cc1cccc(Nc2cnn(C34CC5CC(CC(CC(=O)O)(C5)C3)C4)c(=O)c2Cl)c1
→ 101.9	-9.7	4.8	-8.8	20.5	0.751	1.1	1.14	-20.5	108.1
(7) Cc1ccc(C2CC(c3ccccc3)n3ncnc3N2)cc1 (configuration not stated)
→ 95.4	-6.6	5.8	0.5	23.9	.	1.1	1.21	-23.9	100.5
(8) CCOC(=O)c1nc(NCc2cccnc2)c2ccccc2n1
→ 103.0	-7.5	-3.8	-1.7	3.7	0.0973	1.1	1.24	-3.7	101.5
(9) O=C(NNc1ccc([N+](=O)[O-])cc1)C1C2CCCCC21 (configuration not stated)
→ 94.2	-5.6	11.6	4.7	10.5	.	1.1	1.22	-10.5	95.8
(10) Cc1ccc(C(=O)Nc2ccccc2C(N)=O)o1
→ 91.6	10.3	12.9	-16.4	-3.0	.	0.9	1.37	3.0	107.1
(11) CC(OC(=O)c1cccnc1Cl)C(=O)Nc1ccc(S(N)(=O)=O)cc1 (configuration not stated)
→ 97.4	-5.7	5.4	4.1	-3.9	.	1.1	1.16	3.9	94.7
(12) COc1ccccc1-n1cnnc1SCC(=O)c1ccc[nH]1
→ 94.4	-6.7	9.4	2.8	-10.1	.	1.1	1.1	10.1	97.4
(13) NS(=O)(=O)c1ccc(NC(=O)COC(=O)/C=C/c2ccc([N+](=O)[O-])cc2)cc1
→ 99.3	-3.5	5.5	-5.1	9.8	0.842	1	1.09	-9.8	101.6
(14) Cc1cc(NC(=O)C2=C(O)c3ccccc3S(=O)(=O)N2C)no1
→ 95.5	0.6	7.4	-0.2	-5.8	.	1	1.04	5.8	100.2
(15) CCOC(=O)C1(CCCc2ccccc2)CCN(C(=O)CN2CCOC2=O)CC1
→ 95.2	-0.9	10.4	-4.1	5.3	.	1	1.18	-5.2	102.0
(16) O=S(=O)(c1ccccc1)c1ncc(C(F)(F)F)cc1Cl
→ 104.6	-2.9	-3.3	14.5	11.9	0.00654	1	1.07	-11.9	86.0
(17) O=C(NC1CCCC1)c1ccc(CSCc2ccccc2F)o1
→ 104.4	-7.2	1.0	6.3	6.5	-0.938	1.1	1.29	-6.5	94.1
(18) Cc1cccc(NC(=O)CN2C(=O)N/C(=C/c3ccc(C)s3)C2=O)c1
→ 107.9	-2.5	-7.2	10.1	4.2	.	1	1.53	-4.2	90.9
(19) O=C(NCc1ccc(F)cc1)C(c1ccncc1)N(C(=O)c1csnn1)C1CC1 (configuration not stated)
→ 89.2	-4.3	16.8	9.0	-8.1	.	1	1.1	8.1	91.9
(20) Cc1cc2ccccc2nc1SCC(=O)NC1CCCC1
→ 101.3	-8.5	0.5	0.2	-11.9	-1.51	1.1	1.17	11.8	98.4
(21) CC1=CC(C)(C)Nc2ccc(OS(=O)(=O)c3ccc(C)cc3)cc21
→ 104.8	3.6	4.7	6.9	0.0	.	1	1.07	0.0	93.8
(22) O=S(=O)(NC1CC1)c1cccc(S(=O)(=O)N2CCCC2)c1
→ 95.4	-3.8	6.2	3.9	11.2	0.658	1	1.07	-11.2	96.5
(23) O=S(=O)(c1ccc(F)c(F)c1F)N1CCN(C(=S)NCc2ccccc2)CC1
→ 92.3	2.6	11.5	6.1	-9.4	0.0728	1	1.14	9.4	93.9
(24) CCS(=O)(=O)NCCc1csc(-c2ccccc2)n1
→ 94.9	1.2	9.1	-9.5	-20.6	.	1	1.9	20.6	108.6
(25) COC(=O)CC1C(=O)NCCN1C(=S)Nc1ccccc1 (configuration not stated)
→ 102.8	-4.1	-6.0	-7.2	-5.3	-0.112	1	0.96	5.3	106.4
(26) COc1cc(C=O)ccc1OCC(=O)N1CCOCC1
→ 98.1	-8.6	2.3	1.8	9.4	1.13	1.1	1.02	-9.4	97.4
(27) O=C(O)C12CC3CC(C1)CC(n1cnc(Cl)n1)(C3)C2
→ 102.0	-6.3	6.5	3.8	6.4	.	1.1	0.96	-6.4	96.6
(28) Cc1ccc(NC(=O)c2cccc(S(C)(=O)=O)c2)cc1
→ 97.4	9.0	10.4	-25.5	24.8	0.897	0.9	1.72	-24.8	123.4
(29) CC(=O)c1ccc(NC(=O)CSCCO)cc1
→ 104.7	-6.0	-3.0	-1.8	0.5	.	1.1	1.45	-0.5	101.7
(30) CC(Cc1ccccc1)NC(=O)/C=C/c1ccc([N+](=O)[O-])cc1 (configuration not stated)
→ 92.5	-2.3	11.4	9.7	-4.8	-0.757	1	1.09	4.8	91.3
(31) O=C(CSc1nnc(-c2ccccc2)n1Cc1ccco1)Nc1ccc2c(c1)OCCO2
→ 97.1	2.0	10.7	5.4	-2.2	.	1	0.45	2.2	95.1
(32) O=C(COn1nnc2ccc(Cl)cc21)NC12CC3CC(CC(C3)C1)C2
→ 102.9	-4.7	0.1	3.4	8.7	.	1	1.13	-8.7	96.9
(33) COc1ccc(S(=O)(=O)N2CCCC(C(=O)Nc3ccc(OC)c(OC)c3)C2)cc1 (configuration not stated)
→ 98.2	-3.2	6.3	7.5	-8.7	0.576	1	0.78	8.7	93.2
(34) CCOC(=O)N1CCC(N2C(=O)c3ccc(C(=O)O)cc3C2=O)CC1
→ 96.8	-8.3	8.9	0.0	-1.9	.	1.1	1.34	1.9	100.0
(35) CCNC(=O)C(=O)Nc1ccc(OC)c(Cl)c1
→ 94.5	-2.7	8.7	2.0	-1.6	0.0596	1	1.69	1.6	96.7
(36) Cc1ccc2nc(N3CCCCC3)c(C=O)c(=O)n2c1
→ 98.2	-2.7	7.5	-3.5	3.9	0.684	1	1.09	-3.9	102.9
(37) Cc1ccc2cc(/C=N/NC(=O)c3ccc(F)cc3)c(Cl)nc2c1
→ 90.5	-0.1	21.2	-1.4	-8.0	0.645	1	1.01	8.0	100.6
(38) COc1ccc(NC(=O)CSc2nnc(-c3ccccc3)n2Cc2ccco2)cc1OC
→ 97.0	-3.0	7.3	6.7	12.2	.	1	0.98	-12.2	94.0
(39) COc1cc(SC)ccc1C(=O)Nc1cc(C)ccn1
→ 55.8	80.7*	55.6*	-2.5	-219.5	-0.057	0.2	1.01	219.5*	101.7
(40) CCN(CC)S(=O)(=O)c1cccc(NC2=NCC(C)S2)c1 (configuration not stated)
→ 93.4	-5.2	10.1	-4.5	-39.0	0.0825	1.1	1.17	39.0	101.8
(41) CCCCNC(=O)CCCn1c(=S)[nH]c2cc3c(cc2c1=O)OCO3
→ 99.5	-8.7	3.4	-4.3	-3.4	.	1.1	1.16	3.4	103.9
(42) CCOC(=O)/C(=C/c1ccc(OC)cc1)NC(=O)c1ccco1
→ 104.8	-1.7	-10.4	-6.4	4.3	.	1	0.87	-4.3	105.9
(43) Nc1nnc(CC2=CCCCC2)s1
→ 101.3	-4.9	-0.2	-6.4	-15.7	-0.206	1	1.47	15.7	106.7
(44) Cc1cc(C)n(-c2nnc(NC(C)(C)C)nn2)n1
→ 107.3	53.3*	-4.5	-24.6	-23.1	-0.719	0.5	2.39	23.1	122.4
(45) COc1ccccc1/C=N/NC(=O)CC(=O)NC1CCCCC1
→ 90.2	-4.2	21.3	0.8	-0.8	-0.708	1	0.94	0.8	98.5
(46) Cc1nc2ccccn2c1C(=O)CSc1ccccc1
→ 78.8	-2.8	28.0	-3.3	-8.7	0.0805	1	1.39	8.7	101.6
(47) CCN(CCCNC(=O)C1CCCN(S(=O)(=O)CC)C1)c1cccc(C)c1 (configuration not stated)
→ 101.0	1.7	6.5	-0.8	-1.2	-0.531	1	0.91	1.2	100.8
(48) CCN(CCO)Cc1cn[nH]c1-c1ccc(C)c(C)c1
→ 101.1	-4.8	3.8	3.1	-0.3	-0.0141	1	1.2	0.3	97.2
(49) CCC(=O)NNc1ncnc2c1cnn2-c1ccccc1
→ 102.2	-1.6	5.2	-6.0	-9.5	0.682	1	1.25	9.5	105.2
(50) COc1ccc(/C=C(\NC(=O)c2ccc(C)cc2)C(=O)NCC2CCCO2)cc1 (configuration not stated)
→ 102.6	-4.8	9.0	-6.7	0.8	-0.396	1	0.8	-0.8	105.4
(51) CCN(CC)S(=O)(=O)c1ccc(N2CCOCC2)c(NC(=O)Cc2ccccc2F)c1
→ 112.2	-4.5	-14.0	-10.1	-0.8	-0.0686	1	0.81	0.8	109.0
(52) CCn1c(C)nc2cc(C(=O)N/N=C/c3ccc(O)c(O)c3O)ccc21
→ 97.7	19.3	12.8	-9.5	3.6	1.01	0.8	1.14	-3.6	107.0
(53) O=C(Oc1ccc2cc(Br)ccc2c1)N1CCCCCC1
→ 104.4	10.7	-2.8	-35.2	-68.1	0.57	0.9	2.31	68.1	131.4*
(54) CCOC(=O)c1cnc2ccc(C(=O)OC)cc2c1NCCc1ccc(OC)c(OC)c1
→ 104.9	-7.1	-5.4	7.3	22.8	0.474	1.1	0.67	-22.8	93.5
(55) COc1ccc(Cn2nnnc2C(c2ccc(N(C)C)cc2)N2CCC(C)CC2)cc1 (configuration not stated)
→ 101.1	-7.5	8.6	6.0	6.2	.	1.1	1.03	-6.2	94.6
(56) CCSc1nc2nn(-c3ccccc3)c(=O)c-2c2n1CCCCC2
→ 91.4	-1.8	10.6	-0.7	2.3	-1.09	1	0.93	-2.3	100.7
(57) O=S(=O)(Nc1ccc(Cc2ccncc2)cc1)c1cccs1
→ 98.6	-9.1	8.4	9.5	0.7	.	1.1	1.03	-0.7	91.5
(58) O=C(NCc1cccnc1)c1ccccc1-c1nc(-c2ccccc2)no1
→ 94.2	9.7	17.2	-7.3	-1.6	0.0842	0.9	0.94	1.6	105.8
(59) COc1c(Cl)cc(C(=O)NN)cc1Cl
→ 101.4	4.2	9.9	-7.5	92.2*	-0.671	1	1.04	-92.2	106.0
(60) COc1ccc(C(=O)N(Cc2ccccc2)Cc2cc3cc4c(cc3[nH]c2=O)OCCO4)cc1
→ 110.3	-2.8	-9.2	11.0	-4.0	.	1	0.83	4.0	90.1
(61) Cc1nc(SCC(=O)c2ccc(Cl)cc2)c([N+](=O)[O-])[nH]1
→ 103.2	-7.9	3.6	-0.8	-20.0	0.454	1.1	0.98	20.0	100.7
(62) CN(C)CCOC(=O)C12CC3(C)CC(C)(CC(C)(C3)C1)C2
→ 113.4	-7.2	-14.7	3.1	37.9	.	1.1	1.02	-37.9	97.1
(63) Nc1ncn(CC(=O)c2ccccc2)n1
→ 98.8	-7.2	8.3	1.5	-28.5	0.846	1.1	6.23*	28.5	97.8
